Screens as filed in PubChem.
NTR1 agonist: NTR1-driven beta-arrestin-GFP spot formation – imaging, U2OS cells, high content, primary screen (AID 493036). actives 0.17% (n = 330,000). activation, % at 20 µM. agonist mode. P30989;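 active = activation at or above 40% of the spot to cytoplasm intensity ratio, with at least 20 cells analyzed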;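 also: 0% = DMSO without peptide and 100% = 100 nM NTR1 peptide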
Target sequence (P30989 whole entry, looked up): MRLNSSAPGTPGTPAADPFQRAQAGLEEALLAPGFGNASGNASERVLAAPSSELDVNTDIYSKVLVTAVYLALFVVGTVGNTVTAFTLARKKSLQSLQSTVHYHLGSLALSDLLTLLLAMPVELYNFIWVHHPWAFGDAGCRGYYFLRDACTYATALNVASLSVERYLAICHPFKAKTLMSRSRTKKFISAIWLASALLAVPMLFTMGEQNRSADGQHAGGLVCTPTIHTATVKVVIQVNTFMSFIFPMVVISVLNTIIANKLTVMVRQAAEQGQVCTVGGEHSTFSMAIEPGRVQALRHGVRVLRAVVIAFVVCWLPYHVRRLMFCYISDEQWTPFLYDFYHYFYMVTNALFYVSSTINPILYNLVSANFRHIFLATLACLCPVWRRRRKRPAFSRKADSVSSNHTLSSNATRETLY
KOR beta-arrestin-1: kappa opioid receptor blockers – cell-based, luminescence, uHTS (AID 1778) | one-dose inhibition, % at 10 µM; IC50 in µM for titrated hits | actives 0.091% (n = 290,000) | KOR beta-arrestin recruitment, luminescence, antagonist mode; higher % means a stronger effect; also: strong numbers were not always called active
HEK293 NOD2/NF-kB: NOD2 signaling inhibitors, cell-based, luminescence, uHTS, HEK293 (AID 1566). actives 0.63% (n = 290,000). one-dose inhibition, % at 4 µM; EC50 in µM for titrated hits. HEK293 NOD2/NF-kB luciferase reporter, luminescence; higher % means a stronger effect; also: many of its hits are not listed in these tables
TNAP activation fold: stimulation of alkaline phosphatase TNAP activity – biochemical, luminescent, no phosphate acceptor, uHTS, primary screen (AID 1001); purified TNAP, luminescent activation assay, no phosphate acceptor; higher activation fold means a stronger effect; one-dose activation fold at 20 µM; EC50 in µM for titrated hits; actives 0.03% (n = 200,000); in the data active = activation fold from about 3, or a potency from the dose series; inactive = the rest, 99 in 100 with activation fold below about 1.6; also: many of its hits are not listed in these tables
CSM14.1 death rescue: protection against thapsigargin-triggered cell killing – 384-well, CSM14.1, ATP luminescence, primary screen (AID 1222) | 190,000 tested, under 10 active | CSM14.1 thapsigargin-induced death rescue, ATP luminescence; higher % means a stronger effect | cellular ATP content (survival), % at 20 µM; hits with a dose series show EC50 in µM;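 active = EC50 below 50 µM in the dose-response confirmation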;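 also: death triggered by thapsigargin at about 15 µM added after 2 h compound pretreatment; cell ATP read after overnight thapsigargin exposure of roughly 18 to 22 hours; normalized against plate controls of thapsigargin alone and 5% DMSO vehicle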
GPR55 activation: selective activators of receptor GPR55 – imaging, U2OS cells, beta-arrestin-GFP redistribution, primary screen (AID 1961); U2OS GPR55 beta-arrestin-GFP redistribution imaging; higher % means a stronger effect; one-dose activation, % at 10 µM; EC50 in µM for titrated hits; actives 0.048% (n = 290,000);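 active = activation above 40% with more than 50 cells counted in the well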;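 also: U2OS osteosarcoma cells stably expressing GPR55 and beta-arrestin-GFP; plate controls were DMSO negative control for no effect and LPI positive control for full effect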
NOD1 NF-kB reporter: NOD1 signaling inhibitors, primary screen, cell-based, luminescence, uHTS (AID 1578). NOD1-driven NF-kB luciferase reporter cells, luminescence; higher % means a stronger effect. inhibition, % at 4 µM, or EC50 in µM where a hit was titrated. actives 1% (n = 290,000); in the data active = inhibition mostly above about 36%, no sharp cut-off; inactive = mostly below about 34%;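 also: HEK-293T reporter cells stimulated with the NOD1 agonist gamma-tri-DAP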
Yfh1-off respiration: enhancers of respiration in Yfh1-depleted yeast, dose response, Friedreich's ataxia, plus single-dose screen (AID 1465). S. cerevisiae Yfh1-off respiration, WST-1 reduction, 72 h; higher fold induction means a stronger effect. fold induction at 50 µM; hits with a dose series show EC50 in µM. actives 0.074% (n = 220,000);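 active = fold induction of absorbance versus untreated yeast above a set limit, then at least 30% activation at any dose in follow-up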;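 also: activators that raise dye reduction in frataxin-depleted yeast; strong numbers were not always called active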
KOR beta-arrestin-2: kappa opioid receptor activators – cell-based, luminescence, uHTS, primary screen (AID 1777). KOR beta-arrestin recruitment, luminescence; higher % means a stronger effect. activation, % at 10 µM; hits with a dose series show EC50 in µM. actives 0.02% (n = 280,000); in the data active = activation above about 50%, passing the limit was not always enough; also: a part of the inactive calls stands beside numbers as strong as those of hits
NTR1 agonist cell count 20 µM: also measured in NTR1 agonist; calls as there; cell count; measured here: cell count, cytotoxicity flag
Numbers without * were called inactive; i = inactive; . = no result given; [ ] = dose if it differs, or a comment. Rule as the data show it, unless noted: active = inhibition above about 50%; inactive = the rest.

SMILES	NTR1 agonist	NTR1 agonist cell count 20 µM	KOR beta-arrestin-1	HEK293 NOD2/NF-kB	TNAP activation fold	CSM14.1 death rescue	GPR55 activation	NOD1 NF-kB reporter	Yfh1-off respiration	KOR beta-arrestin-2
Cc1ccc(-c2cccc(NC(=O)C3C(C(=O)O)[C@@H]4C=C[C@H]3C4)c2)o1 (some centres not stated)	2.1	42	5%	4%	1.1	-1.5%	0.6%	-4%	i	8.2%
O=c1cc(CSc2ccccc2)nc(-c2ccncc2)[nH]1	-0.7	43	2%	3%	1	.	0.1%	-13%	i	-1.1%
CCOc1ccc(C(=O)N2CCc3ccccc32)cc1OCC	0.2	61	-6%[20 µM]	-9%	.	.	0.3%	-30%	.	.
Cc1nc2ccc(S(=O)(=O)NC(C(=O)NCc3ccc4c(c3)OCO4)C(C)C)cc2s1 (configuration not stated)	5.9	64	18%	6%	1.1	-0.8%	0.2%	2%	i	-5.3%
O=C(N1CCOCC1)N1CCC(NC(=O)C23CC4CC(CC(C4)C2)C3)CC1	0.5	75	17%	15%	1.1	0.9%	0.2%	-17%	i	4.0%
Clc1ccc2[nH]cc(-c3nnnn3-c3ccccc3)c2c1	1.1	81	18%	-29%	1	-0.1%	-0.1%	2%	i	-1.1%
COc1ccc(N2CC(C(=O)OC(C)C(=O)c3ccccc3)CC2=O)cc1 (configuration not stated)	0.1	33	-116%[20 µM]	18%	1.1	0.4%	-0.1%	-25%	i	.
O=C(c1ccccc1)N1N=C(c2ccccc2)CC1c1ccccc1[N+](=O)[O-] (configuration not stated)	2.7	49	-24%	-8%	1.1	-1.9%	-0.1%	-38%	i	-4.2%
CCC(C)c1ccccc1NC(=O)COC(=O)c1ccc(C)c(NC(=O)c2ccco2)c1 (configuration not stated)	-3.5	92	10%	-2%	1.1	1.1%	0.3%	3%	i	-4.4%
C/C=C/C=C/C(=O)Nc1cccc(C2=NOC3(C2)C[C@H](C(N)=O)N(C(=O)CC(c2ccccc2)c2ccccc2)C3)c1 (some centres not stated)	2.1	80	-2%	-3%	.	.	0.6%	-10%	i	-0.4%
Cc1cc(C)c2c(CC(=O)N(CCC#N)Cc3cccnc3)coc2c1	-0.5	74	22%	11%	1.1	-0.9%	0.6%	-29%	.	-2.7%
O=C(NCc1ccccc1Cl)C1CCCN(c2nc3ccsc3c(=O)s2)C1 (configuration not stated)	9.8	57	16%	-2%	1.2	.	0.5%	-39%	i	3.6%
O=C(CC1SC(=O)N(Cc2ccccc2)C1=O)Nc1nccs1 (configuration not stated)	-0.6	53	13%	8%	1.1	0.0%	-0.1%	-30%	i	2.1%
CC(C)OCCCNC(=O)[C@H]1N2C(=O)c3ccccc3C2SC1(C)C (some centres not stated)	-1.0	82	16%	7%	.	.	-0.1%	0%	.	0.3%
O=C(NNC(=S)Nc1ccccc1Cl)c1ccccc1Br	1.7	63	12%	-173%	.	.	-0.1%	-72%	.	6.2%
C=C(C)C(=O)Nc1cccc(C2=NOC3(C2)C[C@@H](C(N)=O)N(C(=O)/C=C/CC)C3)c1 (some centres not stated)	1.1	69	23%	17%	.	.	-0.1%	-1%	i	4.1%
COc1ccc(-c2nnc(SCC#CCO)o2)cc1OC	1.5	84	11%	2%	1.2	-1.1%	-0.4%	-11%	i	-3.6%
CC1=NC(C)Cc2ccccc21 (configuration not stated)	1.8	38	-23%	-6%	1.1	0.1%	0.4%	-27%	i	-1.7%
O=C(c1ccccc1)c1ccc2nc[nH]c2c1	1.1	61	35%	12%	1.4	-1.8%	-0.2%	3%	i	-3.1%
COCC(C)NS(=O)(=O)c1ccc(NC(=O)c2ccccn2)cc1 (configuration not stated)	-0.1	59	-2%	6%	.	.	0.0%	-2%	i	-0.1%
O=C(COC(=O)c1ccc(F)c(S(=O)(=O)N2CCCCC2)c1)NCc1ccc(F)cc1	0.8	53	4%	8%	1	-3.1%	0.4%	-33%	i	-0.4%
Cc1ccc(CNC(=O)N2CCN(S(=O)(=O)c3ccccc3)CC2)cc1	0.9	47	25%	11%	.	.	0.0%	-3%	.	3.6%
COCCn1nnnc1C(c1ccc(O)c(OC)c1)N1CCc2ccccc2C1 (configuration not stated)	-0.4	72	22%	2%	1	0.3%	-0.1%	10%	i	-1.5%
COCCC(=O)N1CCC(Oc2ccc(C(=O)NCCC3=CCCCC3)cc2)CC1	-1.7	61	-14%	-6%	.	.	-0.1%	-20%	.	-5.4%
O=C(CNC(=O)c1ccc([N+](=O)[O-])cc1)c1ccccc1	0.0	50	-6%	-50%	1.1	-3.2%	0.2%	-20%	i	-1.0%

One compound at a time, as listed above. Order of screens: NTR1 agonist | NTR1 agonist cell count 20 µM | KOR beta-arrestin-1 | HEK293 NOD2/NF-kB | TNAP activation fold | CSM14.1 death rescue | GPR55 activation | NOD1 NF-kB reporter | Yfh1-off respiration | KOR beta-arrestin-2
Listed for O=C(N1CCOCC1)N1CCC(NC(=O)C23CC4CC(CC(C4)C2)C3)CC1 → 0.5 | 75 | 17% | 15% | 1.1 | 0.9% | 0.2% | -17% | i | 4.0%
Listed for Cc1ccc(-c2cccc(NC(=O)C3C(C(=O)O)[C@@H]4C=C[C@H]3C4)c2)o1 (some centres not stated) → 2.1 | 42 | 5% | 4% | 1.1 | -1.5% | 0.6% | -4% | i | 8.2%
Listed for C/C=C/C=C/C(=O)Nc1cccc(C2=NOC3(C2)C[C@H](C(N)=O)N(C(=O)CC(c2ccccc2)c2ccccc2)C3)c1 (some centres not stated) → 2.1 | 80 | -2% | -3% | . | . | 0.6% | -10% | i | -0.4%
Listed for COc1ccc(N2CC(C(=O)OC(C)C(=O)c3ccccc3)CC2=O)cc1 (configuration not stated) → 0.1 | 33 | -116%[20 µM] | 18% | 1.1 | 0.4% | -0.1% | -25% | i | .
Listed for Cc1ccc(CNC(=O)N2CCN(S(=O)(=O)c3ccccc3)CC2)cc1 → 0.9 | 47 | 25% | 11% | . | . | 0.0% | -3% | . | 3.6%

Returning to the listing, repeating the 2 entries before the break.
SMILES	NTR1 agonist	NTR1 agonist cell count 20 µM	KOR beta-arrestin-1	HEK293 NOD2/NF-kB	TNAP activation fold	CSM14.1 death rescue	GPR55 activation	NOD1 NF-kB reporter	Yfh1-off respiration	KOR beta-arrestin-2
COCCC(=O)N1CCC(Oc2ccc(C(=O)NCCC3=CCCCC3)cc2)CC1	-1.7	61	-14%	-6%	.	.	-0.1%	-20%	.	-5.4%
O=C(CNC(=O)c1ccc([N+](=O)[O-])cc1)c1ccccc1	0.0	50	-6%	-50%	1.1	-3.2%	0.2%	-20%	i	-1.0%
CN1CCN(c2nc3ccccc3nc2C(C#N)S(=O)(=O)c2ccccc2)CC1 (configuration not stated)	4.1	35	2%	48%	.	.	-0.1%	-5%	i	3.3%
Cc1ccc(CNC(=O)c2ccc(CNc3c(N4CCCC4)c(=O)c3=O)cc2)cc1	-2.4	77	36%	-15%	1.1	-1.3%	-0.2%	12%	i	-12%
COc1cc(C(=O)COC(=O)Cc2cnc3sccn23)cc(OC)c1OC	-1.1	57	-42%	-11%	1	0.2%	-0.3%	-28%	.	4.6%
CCC(C)NC(=O)C1CCC(CNS(=O)(=O)c2ccccc2)CC1 (configuration not stated)	1.7	57	4%	17%	.	.	-0.1%	1%	.	0.6%
Cc1nn(-c2nc(-c3ccco3)cc(C(F)(F)F)n2)c(C)c1Br	0.1	82	3%	13%	1.1	0.7%	-0.1%	-24%	i	-5.2%
COc1cccc(-c2nc(CS(=O)(=O)CC(=O)NCCCN3CC(C)CC(C)C3)c(C)o2)c1 (configuration not stated)	0.3	63	-21%	31%	.	.	0.6%	4%	.	-1.7%
COCC(C)n1c(SCC(=O)N2CCc3ccccc3C2)nc2ccccc2c1=O (configuration not stated)	1.8	41	22%	-15%	1	1.4%	0.3%	10%	i	3.5%
O=C(Cn1cnc2ccccc2c1=O)NNC(=O)c1ccccc1	-0.2	39	-9%	2%	.	.	0.3%	7%	i	-3.6%
C=CCN1C(=O)C(Cc2ccc(F)cc2)S/C1=N/N=C/c1cccs1 (configuration not stated)	4.8	54	17%	11%	1.1	-0.6%	1.2%	-7%	i	-2.3%
COc1ccc(NC(=O)COC(=O)Cc2c(F)cccc2Cl)cc1	-0.8	107	19%	10%	1.1	-0.3%	-0.2%	-28%	i	-5.2%
CCCCn1c(N)c(N(CC)C(=O)c2cc(OC)cc(OC)c2)c(=O)[nH]c1=O	-1.1	58	-12%	3%	1	-1.7%	-0.2%	9%	i	2.1%
Cc1cc(C)n(-c2ccc(Oc3ccccc3)c(S(=O)(=O)O)c2)n1	0.2	40	0%	8%	1.1	-0.3%	-0.6%	-9%	i	1.3%
CC(=O)NCCC(=O)Nc1nc2ccc(Oc3ccccc3)cc2s1	-1.6	40	10%	-103%	.	.	-0.2%	-21%	.	-4.9%
CCCCNC(=O)c1ccc2c(c1)C(=O)N(Cc1ccncc1)C2=O	0.6	77	13%	11%	.	.	0.2%	-3%	.	-0.6%
Cc1cccc(Cn2nc(C)cc2NC(=O)CCCn2ccc([N+](=O)[O-])n2)c1	1.0	68	-7%	17%	1	-3.2%	-0.2%	-12%	i	0.9%
Cc1ccc2cc(C#N)c(SCC(=O)NCc3ccco3)nc2c1	0.3	92	9%	-2%	1.1	1.5%	1.2%	-5%	i	2.2%
O=C(CN1CCN(Cc2ccccc2Cl)CC1)N/N=C/c1cccs1	-0.1	51	21%	10%	.	.	0.3%	0%	i	4.0%
COc1cccc(/C=N/Nc2nc(Nc3ccccc3)nc(-n3nc(C)cc3C)n2)c1O	25	62	-14%	16%	1.3	-1.1%	0.2%	13%	i	-7.4%
COC(=O)N/N=C1\CCCc2c(C)cc(C)cc21	-0.8	61	25%	2%	1.2	-0.8%	-0.4%	-31%	i	-2.9%
COc1cccc(N=Nc2c(=O)[nH]n3c(=O)c4c([nH]c23)CCC4)c1	2.9	64	-2%	3%	1.7	0.4%	-0.3%	-25%	>100µM*	-0.8%
CN(C)C(CNC(=O)c1ccc2ccccc2c1)c1ccco1 (configuration not stated)	0.5	57	36%	-8%	1.1	-0.9%	-0.2%	-34%	i	6.8%
Cc1ccc2nc(N3CCN(c4ccccc4)CC3)c(C=O)c(=O)n2c1	-1.5	88	-12%[20 µM]	-30%	1	-0.4%	-0.1%	10%	i	0.3%
C=CCn1c(C)cc(C(=O)CSc2nc3ccccc3c(=O)[nH]2)c1C	7.7	66	-12%	-38%	1	0.8%	-0.2%	-20%	i	1.4%
Cc1[nH]c2ccccc2c(=O)c1C(=O)/C=C/c1ccccc1	4.6	52	15%	-48%	.	.	-0.1%	80%*	.	-3.6%
CC(=O)N1CCOc2ccc(S(=O)(=O)NCCc3ccccc3)cc21	-1.3	72	10%	10%	.	.	-0.1%	-7%	.	-3.1%
Cc1cc(F)c(F)c(C(=O)N2CCOCC2)c1	-2.5	66	21%	-7%	1.1	0.0%	-0.5%	12%	i	-3.0%
COc1ccc(S(=O)(=O)N2CCC(Nc3ccccc3Cl)CC2)cc1	1.7	67	4%	11%	.	.	0.8%	-6%	.	-7.0%
O=C(CSc1ccc(-c2cccs2)nn1)NCCc1ccccc1	-0.5	78	18%	8%	1.1	1.1%	-0.3%	-5%	i	-0.9%

The list is partial; rates above refer to the full screens.
